# Scp1 inh – Scp-1 phosphatase inhibitors, primary screen, biochemical, colorimetric, uHTS; inhibition, % at 20 µM; hit rate 0.88% among 340,000; Carboxy-terminal domain RNA polymerase II polypeptide A small phosphatase 1 (Homo …; Recombinant Scp1, phosphopeptide, malachite green phosphate absorbance;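 active = inhibition above about 50% at 20 µM, limit read from the data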;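 note: plate controls were DMSO wells with enzyme for no effect and wells lacking enzyme for full effect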
#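 Test system: SCP-1 catalytic domain; Buffer or medium: Acidic Tris acetate buffer with magnesium and detergent; Also added: Phosphorylated 17-residue peptide substrate; Compound: single 20 µM dose, 1% DMSO; Schedule: enzyme reaction 45 min at room temperature, colour 5 min, stabilisation 30 min; Signal: Phosphate-binding colour reagent, absorbance read at 630 nm.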
# SKN-1 inh – suppressors of acrylamide-induced Pgst-4::GFP reporter in worms, primary screen, SKN-1 inhibitor project, whole organism, uHTS, GFP/RFP fluorescence ratio, strain VP596; C. elegans VP596 Pgst-4::GFP/RFP ratio, 24 h; inhibition, % at 21.8 µM; hit rate 0.49% among 360,000; AID 624304, 2012;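 active = interference check ratio from 0.5 to 1.5 plus GFP to RFP signal ratio inhibition reaching or exceeding a fixed threshold, cut at about 30% in these data, passing the limit was not always enough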; note: some compounds called inactive have numbers as strong as hits
# STEP block – STEP phosphatase inhibitors, primary screen, biochemical, fluorescence intensity, uHTS. Tyrosine-protein phosphatase non-receptor type 5 (Homo sapiens), P54829. hit rate 0.25% among 360,000. recombinant STEP, OMFP fluorogenic substrate. inhibition, % at 20 µM;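 active = inhibition at 20 µM, scaled per plate between control wells, above about 37%, limit read from the data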;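 note: 0% = DMSO with enzyme and substrate and 100% = substrate only without enzyme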
#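 Measure: Control-normalized % inhibition with plate pattern correction | Test system: STEP phosphatase, cell-free reaction | Medium: pH 6.0 Bis-Tris with DTT and Tween 20 | Technique: Fluorescence, 480/540 nm | Times: Reaction 20 min, ambient temperature | Doses: Single compound dose of 20 µM, 1% DMSO final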
# LMPTP block – LMPTP phosphatase inhibitors, primary screen, biochemical, fluorescence intensity, uHTS | inhibition, % at 20 µM | Low molecular weight phosphotyrosine protein phosphatase (Homo sapiens), P24666 | hit rate 0.22% among 360,000 | AID 651560, 2012 | recombinant LMPTP-A, OMFP fluorogenic substrate;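 active = compounds that cut the enzyme signal by at least half of the control window in the single-dose screen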;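 note: plate controls were DMSO wells with enzyme plus substrate for no effect and substrate without enzyme for full effect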
#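 Buffer or medium: Bis-Tris pH 6.0, DTT, detergent; Assay system: LMPTP-A enzyme; Quantity: 0.625 nM enzyme; Detection: endpoint fluorescence intensity; Times: 50 min dark incubation at room temperature; Controls: substrate-only low control, DMSO enzyme-plus-substrate high control; Doses: single 20 µM dose; Read-out: percent inhibition versus substrate-only and uninhibited controls; Reagent: 400 µM OMFP.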
# MT1-MMP act inh – blockers of MT1-MMP proenzyme processing, primary screen, HT1080 RFP-PRO-GFP cells, GFP/RFP fluorescence. hit rate 0.061% among 360,000. GFP/RFP ratio fluorescence, overnight; percent of plate control window, DMSO zero. GFP/RFP ratio change, % at 20 µM. AID 651647, 2012. Matrix metalloproteinase-14 (Homo sapiens), P50281;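 active = GFP/RFP ratio change of at least 30% with cell ATP level not reduced by more than half and red fluorescence within 50% of control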; note: strong numbers were not always called active
#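 system = RFP-PRO-GFP reporter HT1080 cells | dosing = 20 µM single dose, 1% DMSO | timing = overnight cell settling, then overnight compound exposure, 37 °C, 5% CO2 | read-out basis = GFP/RFP fluorescence ratio | controls = DMSO and RFP-L50D-GFP cell wells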
# NRP1-CendR mod – modulators of CendR peptide binding to NRP-1, primary screen, biochemical, fluorescence polarization, uHTS; inhibition, % at 25 µM; FAM-RPARPAR peptide binding to NRP-1; Neuropilin-1 (Homo sapiens), O14786; hit rate 0.85% among 360,000;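 active = inhibition or corrected inhibition above about 18%, plus a signal ratio from 0.5 to 1.5, limit read from the data, passing the limit was not always enough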; note: strong numbers were not always called active
# Target sequence (O14786 whole entry, looked up): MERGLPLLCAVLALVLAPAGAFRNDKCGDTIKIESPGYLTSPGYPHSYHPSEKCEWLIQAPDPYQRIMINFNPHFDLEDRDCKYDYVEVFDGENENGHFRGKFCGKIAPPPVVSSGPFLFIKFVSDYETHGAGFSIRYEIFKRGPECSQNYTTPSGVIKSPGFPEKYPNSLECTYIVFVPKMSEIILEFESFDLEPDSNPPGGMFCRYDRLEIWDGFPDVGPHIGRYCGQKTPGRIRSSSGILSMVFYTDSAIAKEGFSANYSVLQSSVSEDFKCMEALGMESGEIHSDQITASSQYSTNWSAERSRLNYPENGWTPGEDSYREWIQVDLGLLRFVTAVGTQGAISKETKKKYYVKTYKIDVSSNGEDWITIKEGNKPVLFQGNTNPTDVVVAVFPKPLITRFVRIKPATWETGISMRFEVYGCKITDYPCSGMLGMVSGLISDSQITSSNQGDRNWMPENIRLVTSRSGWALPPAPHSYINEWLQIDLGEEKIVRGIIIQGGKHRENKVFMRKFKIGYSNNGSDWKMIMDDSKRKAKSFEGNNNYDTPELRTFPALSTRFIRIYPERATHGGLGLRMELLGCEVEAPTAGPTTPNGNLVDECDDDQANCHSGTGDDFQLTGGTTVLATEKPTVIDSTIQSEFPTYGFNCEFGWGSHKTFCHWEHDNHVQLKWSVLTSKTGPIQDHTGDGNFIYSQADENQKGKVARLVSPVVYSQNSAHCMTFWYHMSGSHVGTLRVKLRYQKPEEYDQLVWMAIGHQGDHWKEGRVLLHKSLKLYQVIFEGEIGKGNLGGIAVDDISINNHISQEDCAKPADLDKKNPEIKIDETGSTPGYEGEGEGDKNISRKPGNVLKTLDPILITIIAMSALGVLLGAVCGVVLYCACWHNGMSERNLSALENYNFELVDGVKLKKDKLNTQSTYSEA
# Rpn11 block – Rpn11 (PSMD14) deubiquitinase inhibitors, primary screen, biochemical, fluorescence polarization, uHTS; calls only at 20 µM; hit rate 0.59% among 360,000; AID 588493, 2011; human 26S proteasome, Ub4-pepOG fluorescence polarization; 20S core pre-blocked with epoxomicin;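 active = inhibition at 20 µM, scaled to each plate's controls, above about 33%, limit read from the data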
# DNMT1 inh – human DNMT1 methyltransferase inhibitors, primary screen, biochemical, molecular beacon, fluorescence, HinP1I cleavage, uHTS. DNA (cytosine-5)-methyltransferase 1 (Homo sapiens), P26358. hit rate 0.83% among 360,000. inhibition (reported as % activation of signal), % at 10 µM; in the data active = inhibition above about 50%
# NadD inh – inhibitors of S. aureus NadD, primary screen, biochemical, colorimetric, uHTS | purified NadD enzyme, colorimetric absorbance read-out | Nicotinate-nucleotide adenylyltransferase NadD (Staphylococcus aureus N315) | inhibition, % at 20 µM | hit rate 0.78% among 360,000; in the data active = inhibition above about 26%; note: some compounds past the cut are filed as inactive
# SUMO1-SIM PPI – modulators of SUMO1 protein-protein interactions, primary screen, biochemical, uHTS; hit rate 0.33% among 360,000; SUMO1 binding to a labelled peptide, TR-FRET, 1 h; Small ubiquitin-related modifier 1 (Homo sapiens), P63165; inhibition, % at 20 µM; in the data active = inhibition above about 37%
# Target sequence (P63165 whole entry, looked up): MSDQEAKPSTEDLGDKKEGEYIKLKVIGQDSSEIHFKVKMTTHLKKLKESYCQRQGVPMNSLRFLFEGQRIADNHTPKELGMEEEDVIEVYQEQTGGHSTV
# * = called active by the depositor; i = inactive; . = not tested or not shown. Rows were taken by chance; any-hit rate near 3.9%.
SMILES,Scp1 inh,SKN-1 inh,STEP block,LMPTP block,MT1-MMP act inh,NRP1-CendR mod,Rpn11 block,DNMT1 inh,NadD inh,SUMO1-SIM PPI
CCOc1ccc(NC(=O)N2CC=C(n3c(=O)[nH]c4ccccc43)CC2)cc1,-3,-5,-2,2.0,7,-7,i,-2,-5,3
CCCC(CCC)=NNc1ccc(S(=O)(=O)Nc2ccccc2OC)cc1[N+](=O)[O-],-10,-1,2,2.8,-1,5,i,-6,5,-28
COc1cc2cc(CN(C(=O)Nc3ccccc3)C3CCCC3)c(=O)[nH]c2cc1OC,20,13,3,0.6,0,-15,i,-3,-1,1
O=C1C=CCCC1,0,15,3,0.0,2,9,i,0,1,2
CCOC(=O)N1CCN(C(C(=O)NC2CCCC2)C(C)C)CC1 (stereo not drawn),.,9,.,0.8,3,3,.,.,.,0
CCOc1ccc2nc(SC3CC(=O)N(c4ccccc4)C3=O)sc2c1 (stereo not drawn),-17,5,-3,0.1,4,1,i,-5,-10,0
O=C(NNc1ccccn1)C(=O)NNS(=O)(=O)c1ccc(Cl)cc1,-11,8,3,-0.1,4,-4,i,0,-3,1
COc1ccc(CCNC(=O)c2ccc(Br)cc2)cc1,-14,0,0,-0.5,5,-5,i,-3,-6,2
CCOc1nc(C)ccc1-c1noc(-c2ccncc2)n1,6,-14,0,-1.0,3,4,i,-2,1,-1
COc1cccc(C(C(=O)NC2CCCC2)N(C(=O)c2ccco2)c2ccccc2)c1OC (stereo not drawn),4,-12,-3,-0.9,-4,-1,i,1,0,4
CC(=O)Nc1ccc(NC(=O)Cn2cnc3c(nnn3Cc3ccc(F)cc3)c2=O)cc1,-2,11,1,1.5,0,-8,i,-9,-2,-2
OC(CNCc1cccc(Cl)c1)c1ccccc1 (stereo not drawn),-1,-7,-4,-2.1,7,4,i,-1,-4,0
COc1ccc(CC(=O)N[C@@H]2c3ccccc3CC[C@H]2OCc2ccccc2)cc1,-4,4,1,-0.5,-5,-6,i,-4,0,4
O=C(/C=C/c1cccs1)N1CCC2(CC1)Oc1ccc(F)cc1C(=O)C21CC(c2ccccc2)=NO1 (stereo not drawn),1,-4,3,1.3,-6,2,i,-2,7,-4
COc1cc(/C=N/n2cnn(Cc3ccccc3Cl)c2=S)cc(OC)c1OC,-3,-11,3,3.6,6,21,i,-2,-9,-5
CCOC(=O)CCc1c(C)n[nH]c1C,-7,3,-2,-2.1,0,4,i,4,-3,-4
O=C(Nc1cccnc1)c1cccc(S(=O)(=O)N2CCOCC2)c1,-6,11,-5,-0.2,-3,-2,i,4,-6,-1
CC(C)C(=O)NNC(=O)c1csc(-c2cccs2)n1,-17,-4,-3,-1.6,0,5,i,0,-7,-18
C=C(C)C1Cc2c(C)nn(-c3ccccn3)c2C1 (stereo not drawn),4,-15,0,2.2,0,4,i,0,4,4
CC(=O)C1=C(C)NC(SCC(=O)c2ccc(F)cc2)=C(C#N)C1c1ccco1 (stereo not drawn),-7,20,3,2.0,-60,-16,i,-7,-2,-5
Cc1nc(Cc2nnc(SC(C)C(=O)Nc3ccccc3)o2)cs1 (stereo not drawn),.,-10,1,-1.1,0,-4,i,0,-2,-2
Cc1cc(NC(=O)CSc2ccc3c(c2)OCCO3)no1,-1,5,2,0.4,3,-14,i,2,-4,-3
CCCCC(CC)CNC(=O)CCCCn1c(=O)[nH]c2ccsc2c1=O (stereo not drawn),1,3,-2,1.1,8,-3,i,-3,-4,4
CCOC(=O)/C=C1\SCC(=O)N1CC(=O)NC(C)C,0,1,-2,0.7,1,8,i,1,0,2
COCC(C)NC(=O)CSc1nc(-c2ccccc2)c(-c2ccccc2)o1 (stereo not drawn),-5,10,6,1.7,-7,16,i,-5,-5,0
# New compounds follow:
SMILES,Scp1 inh,SKN-1 inh,STEP block,LMPTP block,MT1-MMP act inh,NRP1-CendR mod,Rpn11 block,DNMT1 inh,NadD inh,SUMO1-SIM PPI
FC(F)(F)c1cnc(-c2cnc(-c3ccncc3)nc2)c(Cl)c1,-4,31,1,-0.7,0,11,i,0,-3,-7
Cc1ccc(NC(=O)CNc2ccc(N3CCOCC3)cc2)cc1S(=O)(=O)N(C)C,-6,-1,4,-0.3,4,9,i,-2,2,0
Cc1cccc(NC(=S)N2CCN(Cc3ccccc3)CC2)c1C,-7,1,-3,-2.1,2,-1,i,2,-4,0
COc1ccc(/C=N/NC(=O)c2cc3c(ccc4ccccc43)o2)c(OC)c1,1,-10,1,4.0,1,-8,i,-9,25,-1
Nc1nncn1C(=O)CCCOc1ccccc1,-3,-12,-1,-0.3,5,3,i,1,7,0
Cc1ccc(CNC(=O)/C=C/c2ccccc2Cl)cc1,-2,18,-2,1.9,3,12,i,1,-1,0
Cc1occc1-c1nnc(SCCNCCO)o1,-7,-7,-2,-4.8,-4,2,i,-4,3,-1
COC(=O)/C(=C/c1ccco1)NC(=O)c1ccc(Br)o1,-10,3,-2,-0.2,-2,2,i,0,-1,-1
O=C(COc1ccccc1[N+](=O)[O-])NC1CC1,-6,-5,2,-1.0,-4,3,i,0,-6,-3
O=C(O)c1c2c(nc3ccccc13)/C(=C/c1ccc(O)cc1)CC2,62*,7,41*,17,-2,-20,i,87*,0,19
NC(=O)Cc1ccc(C(=O)c2ccccc2F)s1,-5,8,-1,1.4,1,-1,i,-2,-5,-9
CC(=O)NCC(=O)OCC(=O)c1ccc(Br)cc1,12,-5,1,-2.1,5,-2,i,0,-1,4
O=C(COC(=O)CC1CCCC1)Nc1cc2c(cc1Cl)C(=O)c1ccccc1C2=O,45,-7,5,8.8,-15,-7,i,13,-2,-15
Cc1nn(Cc2ccccc2)c(C)c1CNC(=O)CN=C1NS(=O)(=O)c2ccccc21,0,0,-1,0.1,2,0,i,2,3,-2
O=[N+]([O-])c1ccc(N=Nc2c(O)[nH]c3ccc(F)cc23)cc1,40,5,18,43,-5,8,i,17,11,13
CCCCc1nc2sc3c(c2c(=O)n1NC(=O)c1ccco1)CC(C)(C)OC3,6,-2,-1,1.6,1,-3,i,4,-5,2
COC(=O)c1cn(NC(=O)Cc2ccccc2OC)c(=O)c2ccccc12,-2,-5,-1,-0.5,-1,14,i,-1,-1,0
CC1=NN(c2nc(-c3ccccc3)cs2)C(=O)C1,-9,3,3,1.5,2,-19,i,-7,11,32
CN(C)c1ccc(C(=O)NNC(=O)C23CC4CC(CC(C4)C2)C3)cc1,0,6,-3,-2.0,8,1,i,4,0,4
CCCCNC(=O)COC(=O)C1CCN(S(=O)(=O)c2ccc3c(c2)OCCO3)CC1,-8,-2,0,-0.8,-1,1,i,5,-4,0
Cc1ccc(C)c(S(=O)(=O)N2CCN(C(=O)[C@@H](NC(=O)c3ccc(F)cc3)C(C)C)CC2)c1,-8,0,1,1.0,-7,8,i,0,-4,7
Cc1ccccc1C(=O)NCCNC(=O)c1cnccn1,-1,10,1,0.7,-2,9,i,2,-2,8
NC(=O)Cn1cc(/C=N\NS(=O)(=O)c2ccc(F)cc2)c2ccccc21,2,-8,-2,1.9,0,7,i,1,-2,-9
Fc1ccc(NC(=S)NN2CCOCC2)cc1Cl,-4,3,3,-1.1,2,8,i,-3,0,9
Cc1ccnc(N(C(=O)c2cccs2)C(=O)c2cccs2)c1,3,-7,3,-1.0,-4,-1,i,1,3,-1
# Other records:
SMILES,Scp1 inh,SKN-1 inh,STEP block,LMPTP block,MT1-MMP act inh,NRP1-CendR mod,Rpn11 block,DNMT1 inh,NadD inh,SUMO1-SIM PPI
COc1ccccc1NC(=O)Cn1nc(-c2ccncc2)nc1SCC(=O)NC1CCCC1,-19,1,5,-0.9,-10,-5,i,1,-6,-4
O=C(O)CCSc1nnc(COc2ccc([N+](=O)[O-])cc2)n1-c1ccccc1,-11,6,-4,-1.8,-1,7,i,3,-7,-12
CCCCNC(=O)C1CC(c2ccc(C(F)(F)F)cc2)=NO1 (stereo not drawn),-3,-3,7,-1.0,1,-7,i,5,2,8
CCOC(=O)c1ccc(N2C(=O)CC(C)(CC)CC2=O)cc1,-5,-1,2,-1.8,-3,4,i,-3,-5,0
O=C(c1ccco1)N1CCN(CC2CC3C=CC2C3)CC1 (stereo not drawn),-7,11,1,-2.5,6,-4,i,2,-1,4
O=C(c1ccc2c(=O)n3c(nc2c1)CCC3)N1CCCSC1=Nc1ccccc1,-8,0,1,-0.2,0,4,i,-2,-4,6
N#C/C(=C\c1cccc(Cl)c1)c1n[nH]c(Cn2cncn2)n1,1,0,2,-1.2,3,-7,i,1,2,-5
Cc1ccccc1-c1nc(CS(=O)(=O)CC(=O)N(C)C2CCCCC2)c(C)o1,-5,-14,-2,0.3,1,3,i,-1,0,3
Cn1nccc1C(=O)N1CCCC(N2CCN(Cc3ccc4c(c3)OCO4)CC2)C1 (stereo not drawn),-2,2,0,1.4,2,5,i,1,-2,-2
CCOC(=O)C1CCCN(c2c(NCc3ccco3)c(=O)c2=O)C1 (stereo not drawn),-2,-14,-2,3.4,3,0,i,-2,-2,1
O=C(c1ccccc1)N1CCCCCC1,-5,14,1,-0.3,4,-5,i,-1,2,4

# Arranged by number of heavy atoms (ascending): five of the compounds above
SMILES,Scp1 inh,SKN-1 inh,STEP block,LMPTP block,MT1-MMP act inh,NRP1-CendR mod,Rpn11 block,DNMT1 inh,NadD inh,SUMO1-SIM PPI
O=C(c1ccccc1)N1CCCCCC1,-5,14,1,-0.3,4,-5,i,-1,2,4
O=C(c1ccco1)N1CCN(CC2CC3C=CC2C3)CC1 (stereo not drawn),-7,11,1,-2.5,6,-4,i,2,-1,4
CCOC(=O)C1CCCN(c2c(NCc3ccco3)c(=O)c2=O)C1 (stereo not drawn),-2,-14,-2,3.4,3,0,i,-2,-2,1
O=C(O)CCSc1nnc(COc2ccc([N+](=O)[O-])cc2)n1-c1ccccc1,-11,6,-4,-1.8,-1,7,i,3,-7,-12
Cn1nccc1C(=O)N1CCCC(N2CCN(Cc3ccc4c(c3)OCO4)CC2)C1 (stereo not drawn),-2,2,0,1.4,2,5,i,1,-2,-2
